STEP block: inhibitors of human striatal-enriched phosphatase STEP. recombinant STEP, OMFP fluorogenic substrate, fluorescence. hit rate 0.25% among 360,000. P54829. inhibition, % at 20 µM;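 active means inhibition at 20 µM, scaled per plate between control wells, above about 37%, limit read from the data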;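 further: 0% = DMSO with enzyme and substrate and 100% = substrate only without enzyme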
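Assay system: isolated STEP enzyme / Timing: 20 min at room temperature, dark / Doses: 20 µM, 1% DMSO / Technique: fluorescence intensity, excitation 480 nm, emission 540 nm / Reagent: fluorogenic phosphatase substrate OMFP at 25 µM final / Measure: percent inhibition scaled to no-enzyme and uninhibited-enzyme controls, plate-pattern corrected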
Scp-1 inhibitor: blocks human Scp-1 phosphatase activity | Recombinant Scp1, phosphopeptide, malachite green phosphate absorbance | inhibition, % at 20 µM | hit rate 0.88% among 340,000 | AID 493091;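 active means inhibition above about 50% at 20 µM, limit read from the data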;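 further: plate controls were DMSO wells with enzyme for no effect and wells lacking enzyme for full effect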
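Material: truncated SCP-1 phosphatase (76-261aa) / Buffer or medium: 50 mM Tris acetate pH 5.5, 0.005% Tween-20, 10 mM MgCl2 / Compound dosing: one concentration, 20 µM, with 1.0% DMSO / Incubation: 45 min room-temperature reaction, 5 min colour, 30 min stabiliser / Detection: colorimetric free-phosphate detection, absorbance 630 nm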
CendR NRP1 mod: NRP-1/CendR interaction modulation | FAM-RPARPAR peptide binding to NRP-1, fluorescence polarization | inhibition, % at 25 µM | hit rate 0.85% among 360,000 | AID 602438;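 active means inhibition or corrected inhibition above about 18%, plus a signal ratio from 0.5 to 1.5, limit read from the data, passing the limit was not always enough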; further: strong numbers were not always called active
eLon inh: inhibitors of E. coli Lon protease | hit rate 0.42% among 360,000 | purified E. coli Lon protease, fluorescence polarization | P0A9M0 | inhibition, % at 7.94 µM; in the data active means inhibition above about 13%, passing the limit was not always enough;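 further: 0% = enzyme with probe and DMSO and 100% = no enzyme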
Target sequence (P0A9M0 whole entry, looked up): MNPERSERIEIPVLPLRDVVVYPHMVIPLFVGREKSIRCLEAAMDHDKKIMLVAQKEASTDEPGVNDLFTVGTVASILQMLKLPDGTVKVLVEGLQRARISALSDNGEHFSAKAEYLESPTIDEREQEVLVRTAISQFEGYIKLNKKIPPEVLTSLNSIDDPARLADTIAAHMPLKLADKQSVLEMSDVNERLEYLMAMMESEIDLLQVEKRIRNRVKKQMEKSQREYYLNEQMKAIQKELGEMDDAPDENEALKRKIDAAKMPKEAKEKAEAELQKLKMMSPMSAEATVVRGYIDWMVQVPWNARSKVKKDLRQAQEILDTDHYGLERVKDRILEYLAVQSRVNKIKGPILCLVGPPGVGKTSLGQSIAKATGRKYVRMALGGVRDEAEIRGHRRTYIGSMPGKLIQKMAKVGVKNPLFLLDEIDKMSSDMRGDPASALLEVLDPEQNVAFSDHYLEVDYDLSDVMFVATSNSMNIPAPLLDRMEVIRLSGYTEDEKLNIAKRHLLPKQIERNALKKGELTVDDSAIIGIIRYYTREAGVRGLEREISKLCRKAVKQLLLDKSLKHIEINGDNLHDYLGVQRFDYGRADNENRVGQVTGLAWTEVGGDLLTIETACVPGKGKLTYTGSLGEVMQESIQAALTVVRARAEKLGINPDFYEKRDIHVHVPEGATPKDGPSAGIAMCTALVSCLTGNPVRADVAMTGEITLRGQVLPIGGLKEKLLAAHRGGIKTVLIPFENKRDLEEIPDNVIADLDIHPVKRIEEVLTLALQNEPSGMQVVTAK
SUMO1 PPI mod: alters human SUMO1 binding to SIM partners. inhibition, % at 20 µM. SUMO1 binding to a labelled peptide, TR-FRET, 1 h. hit rate 0.33% among 360,000. P63165; in the data active means inhibition above about 37%
MsrA inhibitor: bovine MsrA inhibition; purified bovine MsrA, absorbance read-out; inhibition, % at 15.5 µM; hit rate 0.75% among 360,000; in the data active means inhibition above about 4.5%;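 further: 0% = vehicle wells with enzyme and 100% = reference inhibitor wells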
bovine MsrA act: activators of bovine methionine sulfoxide reductase A. purified bovine MsrA, absorbance read-out. activation, % at 10.6 µM. AID 602163. hit rate 0.3% among 360,000; in the data active means activation above about 7.5%;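 further: 0% = vehicle and 100% = reference activator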
LMPTP inh: LMPTP (human) inhibition. P24666. recombinant LMPTP-A, OMFP fluorogenic substrate, fluorescence intensity. inhibition, % at 20 µM. hit rate 0.22% among 360,000;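 active means compounds that cut the enzyme signal by at least half of the control window in the single-dose screen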;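 further: plate controls were DMSO wells with enzyme plus substrate for no effect and substrate without enzyme for full effect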
Target sequence (P24666 whole entry, looked up): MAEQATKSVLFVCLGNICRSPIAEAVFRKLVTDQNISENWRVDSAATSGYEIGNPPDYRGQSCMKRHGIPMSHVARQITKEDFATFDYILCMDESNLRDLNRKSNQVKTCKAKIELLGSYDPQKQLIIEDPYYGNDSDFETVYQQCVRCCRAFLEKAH
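test system = LMPTP-A | amount = 0.625 nM LMPTP-A final | reagent = fluorogenic phosphatase substrate OMFP at 400 µM final | incubation = 50 min at room temperature | benchmarks = no-enzyme low control, uninhibited high control | medium = Bis-Tris pH 6.0, DTT, detergent | signal = fluorescence intensity of OMFP turnover product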
DNMT1 inh: blocks human DNA methyltransferase DNMT1. DNMT1 molecular beacon, Hinp1I cleavage, fluorescence. inhibition (reported as % activation of signal), % at 10 µM. hit rate 0.83% among 360,000; in the data active means inhibition above about 50%
Tb MetRS inh: Trypanosoma brucei MetRS inhibition. purified T. brucei MetRS, ATP depletion, Kinase-Glo luminescence. inhibition, % at 11.9 µM. hit rate 0.4% among 360,000. AID 624268;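 active means inhibition above a per-plate cutoff of the control wells' mean inhibition plus 3 SD, cut at about 5.5% in these data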;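 further: 0% = DMSO wells median and 100% = median of wells with control inhibitor compound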
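technique = Kinase-Glo luminescence, ATP depletion format | system = purified MetRS (methionyl-tRNA synthetase) enzyme from Trypanosoma brucei | timing = 15 min preincubation, 2 h reaction, all 25 °C | evaluation = percent inhibition versus plate control medians | dosing = single dose, 11.9 µM final nominal, 0.9% final DMSO | also added = substrates ATP, L-methionine and bulk Escherichia coli tRNA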
* = called active by the depositor; / = no result given.

canonical_smiles	STEP block	Scp-1 inhibitor	CendR NRP1 mod	eLon inh	SUMO1 PPI mod	MsrA inhibitor	bovine MsrA act	LMPTP inh	DNMT1 inh	Tb MetRS inh
CC1C2(C)OC(=N)C(C#N)(C(C)O2)C1(C#N)C#N (centres undefined)	1	-3	5	22*	-5	/	-3	-2.0	-3	-0.2
CC(C)NC(=O)N(C)C[C@@H]1Oc2c(NC(=O)C3CCOCC3)cccc2C(=O)N([C@@H](C)CO)C[C@H]1C	0	-5	-14	0	2	-0.6	0	-1.5	2	-0.2
CC1(C)CC(=O)c2sc(NS(C)(=O)=O)nc2C1	0	-6	-4	-4	-4	6.6*	-5	-2.1	5	-0.1
CC(C)(C)n1nnnc1C(c1ccccc1)N1CCN(c2ccc(F)cc2)CC1 (centres undefined)	/	/	7	1	0	-0.4	-4	-0.5	/	-0.7
O=C(CCCOc1ccc(Br)cc1)NCCc1ccc(OC(F)F)cc1	-1	-10	-3	2	7	1.3	-8	2.7	-8	0.0
O=S(=O)(Nc1ccc(O)c2ccccc12)c1ccc(F)cc1	2	-14	1	18	-8	0.9	-1	2.9	-16	0.0
CN(CC(=O)Nc1ccc2c(c1)OCO2)S(=O)(=O)c1ccc2c(c1)CCC(=O)N2	0	-12	3	-14	4	-0.1	-8	0.2	-1	-1.0
CC1CN(C(=O)C(C)N2CCN(c3ccccc3Cl)CC2)CC(C)O1 (centres undefined)	0	-13	-2	-6	-2	1.9	-4	-0.5	2	-0.8
O=C(CCSc1ccccc1)N1CCN(c2ccccc2F)CC1	3	5	7	1	2	1.3	-7	0.3	-1	-0.5
C=CCSC1=C(C#N)C(c2ccccc2OC)CC(=O)N1 (centres undefined)	0	-14	15	-8	-1	0.8	-10	2.4	0	-1.2
C/C(=N\NC(=O)c1ccco1)c1cc(Cl)sc1Cl	3	-2	0	-6	-3	0.5	-3	0.4	-1	-0.1
O=C(NC(=S)Nc1ccccc1N1CCCCC1)c1ccccc1	1	2	-7	2	-2	0.5	-12	0.8	-1	-1.0

(continued)
canonical_smiles	STEP block	Scp-1 inhibitor	CendR NRP1 mod	eLon inh	SUMO1 PPI mod	MsrA inhibitor	bovine MsrA act	LMPTP inh	DNMT1 inh	Tb MetRS inh
CCOC(=O)C1CCCN(C(=O)c2sc3nc(-c4ccccc4)cn3c2C)C1 (centres undefined)	5	9	-5	-14	4	0.5	-1	-0.8	-2	-0.4
CCN(CC)C(=O)c1nn(Cc2ccccc2)c(=O)c2ccccc12	2	-2	13	-4	-1	1.5	-2	1.8	0	-0.3
Cc1c([N+](=O)[O-])cc(S(=O)(=O)Nc2ccncc2)cc1[N+](=O)[O-]	-2	4	1	-2	-11	0.8	-3	0.2	-1	-0.5
CSc1ccccc1NC(=O)CN(Cc1ccccc1)S(C)(=O)=O	-2	-4	-3	-9	7	-0.5	1	-0.7	1	-1.4
COc1ccc(/C=N/n2c(N)c(S(=O)(=O)c3cccs3)c3nc4ccccc4nc32)cc1OC	0	0	-2	5	18	-1.0	-2	1.7	-12	-0.2
O=C(O)c1nn(-c2ccccc2)nc1-c1nn(-c2ccccc2)nc1C(=O)O	-3	-9	-11	0	2	-0.6	-1	-1.4	3	0.1
Cc1ccc(CNC(=O)COC(=O)CCCOc2ccc(Cl)cc2Cl)cc1	-2	-7	2	-3	-2	-1.0	-2	2.8	-4	-0.1
COCCNC(=S)NCCc1ccc(Cl)cc1Cl	-3	-6	5	1	-3	1.3	-3	1.0	2	0.8
O=C(Nc1ccccc1C(=O)Nc1nnc(C(F)(F)F)s1)c1ccccc1Cl	-5	-4	-1	-8	0	0.2	-2	1.2	-19	-0.8
COCCCNc1oc(-c2ccccc2F)nc1C#N	-2	0	-1	-16	4	2.5	0	0.4	1	-0.7
CN(C)c1ccccc1-c1csc(N2CCC(C(N)=O)CC2)n1	-1	-8	-10	-6	-2	-0.9	-2	-0.6	-4	0.0
CC(=O)NC(c1ccc(C)cc1)c1cc(Cl)c2cccnc2c1O (centres undefined)	0	-15	-13	0	2	-0.1	-4	3.8	-9	-1.4

10 entries from above, with two lines to a compound.
Sequence of screens – STEP block	Scp-1 inhibitor	CendR NRP1 mod	eLon inh	SUMO1 PPI mod	MsrA inhibitor	bovine MsrA act	LMPTP inh	DNMT1 inh	Tb MetRS inh
Cc1c([N+](=O)[O-])cc(S(=O)(=O)Nc2ccncc2)cc1[N+](=O)[O-]
 : -2	4	1	-2	-11	0.8	-3	0.2	-1	-0.5
CSc1ccccc1NC(=O)CN(Cc1ccccc1)S(C)(=O)=O
 : -2	-4	-3	-9	7	-0.5	1	-0.7	1	-1.4
COc1ccc(/C=N/n2c(N)c(S(=O)(=O)c3cccs3)c3nc4ccccc4nc32)cc1OC
 : 0	0	-2	5	18	-1.0	-2	1.7	-12	-0.2
O=C(O)c1nn(-c2ccccc2)nc1-c1nn(-c2ccccc2)nc1C(=O)O
 : -3	-9	-11	0	2	-0.6	-1	-1.4	3	0.1
Cc1ccc(CNC(=O)COC(=O)CCCOc2ccc(Cl)cc2Cl)cc1
 : -2	-7	2	-3	-2	-1.0	-2	2.8	-4	-0.1
COCCNC(=S)NCCc1ccc(Cl)cc1Cl
 : -3	-6	5	1	-3	1.3	-3	1.0	2	0.8
O=C(Nc1ccccc1C(=O)Nc1nnc(C(F)(F)F)s1)c1ccccc1Cl
 : -5	-4	-1	-8	0	0.2	-2	1.2	-19	-0.8
COCCCNc1oc(-c2ccccc2F)nc1C#N
 : -2	0	-1	-16	4	2.5	0	0.4	1	-0.7
CN(C)c1ccccc1-c1csc(N2CCC(C(N)=O)CC2)n1
 : -1	-8	-10	-6	-2	-0.9	-2	-0.6	-4	0.0
CC(=O)NC(c1ccc(C)cc1)c1cc(Cl)c2cccnc2c1O (centres undefined)
 : 0	-15	-13	0	2	-0.1	-4	3.8	-9	-1.4

(listing goes on)
canonical_smiles	STEP block	Scp-1 inhibitor	CendR NRP1 mod	eLon inh	SUMO1 PPI mod	MsrA inhibitor	bovine MsrA act	LMPTP inh	DNMT1 inh	Tb MetRS inh
Cc1cccc(NC(=O)Cn2c(=O)oc3ccccc32)n1	2	-6	-2	-9	1	-0.4	-3	0.3	2	-0.3
Cc1cccc(N2CN(Cc3cccnc3)CNC2=S)c1	-1	2	-1	-2	-1	0.7	-10	-0.4	5	-1.3
COc1ccc2[nH]c3c(c(=O)c2c1)CCCC3	2	/	-3	-1	-5	2.2	-3	0.6	-3	-0.4
c1ccc(CSc2nncn2-c2ccccn2)cc1	0	-8	-12	-2	-1	-0.9	-2	-1.2	-2	-0.6
COc1ccccc1/C=N/NC(=S)Nc1cccnc1	0	-5	8	0	-7	3.6	-2	0.2	-2	1.6
COc1ccc(NC(=O)CC(C)CC(=O)NCc2ccc(F)cc2)c(OC)c1 (centres undefined)	0	-5	20	3	4	1.6	-1	-1.1	-1	-0.2
COc1ccc2[nH]c(=O)c(CN(C(C)=O)C3CCCCC3)cc2c1	-1	0	-16	-9	0	0.5	-13	-0.6	-1	9.6*
CCCCC1=CC2=C(c3ccco3)C(=O)C(C)(OC(=O)c3ccc(OC)cc3)C(=O)C2=CN1c1ccc(OC)cc1 (centres undefined)	2	0	-30	6	-20	0.3	-3	2.6	4	-0.2
C/C(N)=C(/C#N)C(=O)CSc1cc(C)c2ccccc2n1	-1	-6	14	-3	0	-1.0	-3	-1.6	-2	-0.1
COc1cc(/C=C2\CCC(C)C3=C(c4cc(OC)c(OC)c(OC)c4)C(C#N)=C(N)OC32)cc(OC)c1OC (centres undefined)	-10	-10	-244	-153	-12	1.1	-2	3.0	-20	0.3
CCn1c(C)nc2cc(C(=O)N/N=C/c3ccc(OC)cc3)ccc21	1	-7	-2	2	-7	4.2	-16	5.1	2	-0.9
Cc1cnc(CN(C)C(=O)c2ccc3oc(Cc4ccccc4)nc3c2)[nH]1	-2	0	-18	-5	-1	-0.5	-11	0.9	5	-0.5
C=CCC1NS(=O)(=O)OC2CCCC12 (centres undefined)	-2	-4	-1	-4	-8	0.5	-2	0.1	0	-0.3
Cc1nn(C(C)C(=O)N2CCOCC2)c(C)c1[N+](=O)[O-] (centres undefined)	-2	-1	-4	-1	-2	-0.8	-1	-1.5	-19	-0.5
COc1ccc(NC(=O)CCC(=O)Nc2nnc(C(C)C)s2)cc1Cl	-4	1	0	-2	6	-0.9	-12	1.1	0	-1.2

Single records, as listed above.
`C=CCC1NS(=O)(=O)OC2CCCC12` (centres undefined) in the list: STEP block: -2; Scp-1 inhibitor: -4; CendR NRP1 mod: -1; eLon inh: -4; SUMO1 PPI mod: -8; MsrA inhibitor: 0.5; bovine MsrA act: -2; LMPTP inh: 0.1; DNMT1 inh: 0; Tb MetRS inh: -0.3
`CSc1ccccc1NC(=O)CN(Cc1ccccc1)S(C)(=O)=O` in the list: STEP block: -2; Scp-1 inhibitor: -4; CendR NRP1 mod: -3; eLon inh: -9; SUMO1 PPI mod: 7; MsrA inhibitor: -0.5; bovine MsrA act: 1; LMPTP inh: -0.7; DNMT1 inh: 1; Tb MetRS inh: -1.4

Compound activity: PubChem, several laboratories
